# High-throughput results from PubChem.
# NALP3 yeast inh: inhibitors of NALP3 inflammasome in yeast; 330,000 compounds, 0.39% hits; AID 2825; Yeast reconstituted NLRP3/ASC/caspase-1, beta-gal luminescence, 24 h; inhibition, % at 10 µM;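 active = inhibition of 50% or more; inactive = inhibition below 50%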;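 also: plate controls were induced DMSO wells for no effect and uninduced yeast grown without galactose for full effect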
# hIAP activ: human IAP activation. purified human IAP, CDP-Star luminescence, 30 min; active compounds read high; 1 = vehicle-only enzyme, 0 = enzyme-free background. 330,000 compounds, 0.16% hits. P09923. activation factor at 10 µM;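 active = activation factor of the enzyme at least 2-fold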; also: the source names both 10 and 20 µM as test concentration; values of inactives mirror those of a sister screen read the other way
# Target sequence (P09923 whole entry, looked up): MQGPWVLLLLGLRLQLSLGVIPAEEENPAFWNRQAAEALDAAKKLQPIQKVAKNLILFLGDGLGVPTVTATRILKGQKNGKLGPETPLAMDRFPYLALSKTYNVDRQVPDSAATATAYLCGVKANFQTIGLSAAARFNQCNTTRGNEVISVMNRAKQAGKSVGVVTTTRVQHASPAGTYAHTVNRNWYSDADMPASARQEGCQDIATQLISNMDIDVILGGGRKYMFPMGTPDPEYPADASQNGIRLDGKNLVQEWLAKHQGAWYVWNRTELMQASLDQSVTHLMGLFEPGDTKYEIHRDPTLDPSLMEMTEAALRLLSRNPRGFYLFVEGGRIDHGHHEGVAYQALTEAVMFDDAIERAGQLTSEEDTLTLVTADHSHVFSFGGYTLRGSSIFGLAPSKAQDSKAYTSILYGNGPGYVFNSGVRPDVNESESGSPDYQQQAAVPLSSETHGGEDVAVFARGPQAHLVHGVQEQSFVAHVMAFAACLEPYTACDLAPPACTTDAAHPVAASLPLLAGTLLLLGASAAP
# mIAP act: mouse IAP activation; activation factor at 10 µM; 330,000 compounds, 0.24% hits; muIAP, CDP-Star luminescence, 30 min; active compounds read high; 1 = vehicle-only enzyme signal, 0 = enzyme-free wells;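 active = activation factor of at least 2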; also: the source names both 10 and 20 µM as test concentration; values of inactives mirror those of a sister screen read the other way
#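 Assay system: mouse IAP enzyme / Compound: DMSO-dissolved test compounds / Timing: 30 min, room temperature / Measured by: luminescence from enzymatic CDP-Star hydrolysis / Control set: DMSO-only wells, enzyme-free buffer wells as negative control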
# tim10-1 inh: inhibits growth of tim10-1 mutant yeast; S. cerevisiae tim10-1 ts strain growth, BacTiter-Glo, 24 h; 330,000 compounds, 2.2% hits; inhibition, % at 20 µM; AID 463190;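 active = inhibition of at least 40%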;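 also: mutant grown at 25 °C; 0% = DMSO wells with yeast and 100% = wells holding no yeast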
# ATG4B inhibitor: blocks human ATG4B protease cleavage of LC3 substrate. Q9Y4P1. ATG4B cleavage of LC3-PLA2, NBD-HPC fluorescence, 1 h. inhibition, % at 8.33 µM. 340,000 compounds, 0.51% hits. AID 504462; in the data active = inhibition above about 40%
# Target sequence (Q9Y4P1 whole entry, looked up): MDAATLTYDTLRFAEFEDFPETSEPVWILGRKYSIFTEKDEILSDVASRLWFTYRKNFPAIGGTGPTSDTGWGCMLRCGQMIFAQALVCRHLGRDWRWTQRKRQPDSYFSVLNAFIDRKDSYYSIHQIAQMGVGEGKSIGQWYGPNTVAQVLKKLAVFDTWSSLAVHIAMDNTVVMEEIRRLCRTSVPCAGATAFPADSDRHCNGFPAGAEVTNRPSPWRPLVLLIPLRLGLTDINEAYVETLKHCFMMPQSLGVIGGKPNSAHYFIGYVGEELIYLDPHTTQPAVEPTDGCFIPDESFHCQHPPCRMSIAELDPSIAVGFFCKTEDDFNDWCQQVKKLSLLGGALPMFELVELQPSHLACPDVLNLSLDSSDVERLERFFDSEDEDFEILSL
# TIM10 inh: TIM10 yeast growth inhibition | S. cerevisiae TIM10 strain growth, BacTiter-Glo luminescence, 24 h | inhibition, % at 10 µM | 330,000 compounds, 1.4% hits;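 active = inhibition of 40% or more at the single tested concentration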;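 also: wild-type TIM10 isogenic control strain grown at permissive 25 °C; 0% = DMSO yeast wells and 100% = minimal medium wells without yeast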
# mIAP block: mouse IAP inhibition | purified mouse IAP, CDP-Star luminescence, 30 min | inhibition, % at 10 µM | 330,000 compounds, 0.2% hits | AID 2806;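 active = inhibition of at least 40% at 10 µM in the primary screen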;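 also: plate controls were DMSO with enzyme for no effect and no enzyme wells for full effect; values of inactives mirror those of a sister screen read the other way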
# Apaf1 inhib: human Apaf-1 inhibition; reconstituted apoptosome caspase-3 activity, DEVD-Rh110 fluorescence; inhibition, % at 20 µM; 330,000 compounds, 0.71% hits; active = inhibition of at least 40% at 20 µM;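 also: plate controls were DMSO wells for no effect and DEVD-CHO caspase inhibitor wells for full effect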
#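 System: reconstituted apoptosome with Apaf-1, cytochrome c, caspase-9, procaspase-3, dATP; Signal: Rh110 fluorescence intensity; Schedule: 30 min compound preincubation, 50 min activation, room temperature; Reagent: cytochrome c trigger plus (Z-DEVD)2-Rh110 caspase-3 substrate.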
# hIAP inh: blocks human intestinal alkaline phosphatase; P09923; 330,000 compounds, 0.12% hits; purified IAP, CDP-Star luminescence, 30 min; inhibition, % at 10 µM;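 active = inhibition reaching a set limit with compound at 10 µM in the primary screen, cut at about 35% in these data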;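 also: plate controls were DMSO wells with enzyme for no effect and no-enzyme buffer wells for full effect; values of inactives mirror those of a sister screen read the other way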
# * marks the source's active call; other numbers are inactive results; nt = no result given.
SMILES,NALP3 yeast inh,hIAP activ,mIAP act,tim10-1 inh,ATG4B inhibitor,TIM10 inh,mIAP block,Apaf1 inhib,hIAP inh
O=C(Nc1cc(-c2ccccc2)[nH]n1)c1ccc(Cl)cc1,3,0.88,0.88,-31,1,8,12,3,12
O=C(CNS(=O)(=O)c1ccc(F)cc1)N1CCN(c2ccc(F)cc2)CC1,-3,1.1,0.97,-13,5,-9,3,-3,-14
CNC(=S)N1CCC(NC(=O)C(Cc2ccccc2)NC(C)=O)CC1 (centres undefined),13,0.9,0.92,10,-4,0,8,-12,10
O=C(Nc1ccc(Cl)c(S(=O)(=O)N2CCCC2)c1)c1cc(=O)[nH]c2ccccc12,-4,0.98,0.83,0,-77,6,17,7,2
O=C(O)c1ccccc1/C=N/NC(=S)NCc1ccccc1,5,0.9,0.86,5,-4,5,14,-5,10
O=C(Nc1cccc(Cl)c1)c1ccccc1,83*,1,1.1,39,-2,58*,-12,11,-1
COC(=O)C(CCSC)NS(=O)(=O)c1ccc(Cl)cc1 (centres undefined),17,1.2,1,27,3,3,-4,-8,-17
O=C(NCC(=O)N1CCCC1)c1ccc(Br)cc1,-7,1.1,1.1,-18,0,-14,-9,6,-7
O=C(NCc1ccc(Cl)cc1)C1CCC(CNc2c(N3CCCCC3)c(=O)c2=O)CC1 (centres undefined),0,0.94,0.98,-5,-12,0,2,5,6
COc1ccc(Cl)cc1NC(=O)CN(C)C(=O)c1cc2c(s1)CCCC2,-3,0.94,1,35,-3,11,-4,27,6
O=C(CNC(=O)c1ccco1)NCC(=O)OCc1ccccc1Br,1,0.99,0.97,-2,9,-16,3,-7,1
CCCCNC(=O)C1c2ccccc2C(=O)N(c2ccc(OC)cc2)C1c1ccc(OC)cc1 (centres undefined),0,0.99,1.1,17,-13,19,-7,10,1
Cc1ccc(-c2nn3c(C)nnc3c3ccccc23)cc1S(=O)(=O)NC(C)c1ccccc1 (centres undefined),0,0.89,1.1,21,-26,15,-5,57*,11
O=C(O)c1cccc(S(=O)(=O)Nc2cccc(S(=O)(=O)N3CCCCCC3)c2)c1,11,0.95,0.99,8,-4,21,1,1,5
CC(NC(=O)c1ccccc1F)c1nnc(SCc2nc3ccccc3c(=O)[nH]2)n1C (centres undefined),1,1.2,0.98,9,0,-9,2,-3,-18

# With a hit mark in NALP3 yeast inh, of those listed so far:
Molecule | NALP3 yeast inh | hIAP activ | mIAP act | tim10-1 inh | ATG4B inhibitor | mIAP block | hIAP inh
O=C(Nc1cccc(Cl)c1)c1ccccc1 | 83* | 1 | 1.1 | 39 | -2 | -12 | -1

# More structures:
SMILES,NALP3 yeast inh,hIAP activ,mIAP act,tim10-1 inh,ATG4B inhibitor,TIM10 inh,mIAP block,Apaf1 inhib,hIAP inh
CCOC(=O)c1oc2ccc(S(=O)(=O)N3CCOCC3)cc2c1C,18,0.89,0.99,14,2,-8,1,-10,12
COc1ccccc1NC(=O)Nc1cnccn1,5,0.98,0.92,2,-6,0,8,-13,2
Cc1c(NC(=O)c2ccccc2N(C)S(=O)(=O)c2ccccc2)c(=O)n(-c2ccccc2)n1C,6,0.97,0.95,5,-2,-3,5,-3,2
O=C(NNC(=O)C1CCCN(S(=O)(=O)c2ccc3ccccc3c2)C1)C1CC1 (centres undefined),6,1.4,0.95,10,-6,2,5,-2,-44
COc1cccc(OC)c1C(=O)OCC(=O)/C(C#N)=C(\C)N,-4,1.1,1.1,-11,-5,-14,-11,11,-14
CCc1ccc(NC(=O)C2CCN(S(=O)(=O)c3ccc4c(c3)NC(=O)CO4)CC2)cc1,23,1.2,1.5,4,-12,0,-52,18,-17
CCN(Cc1ccccc1)S(=O)(=O)c1ccccc1Br,nt,nt,0.95,-7,14,-36,5,16,nt
CCN1C(=O)[C@H]2[C@@H](c3ccc(-c4ccc(F)cc4)cc3)N[C@@](CC(C)C)(C(=O)OC)[C@H]2C1=O,31,0.98,0.98,13,6,20,2,20,2
COc1ccccc1N(C)S(=O)(=O)c1ccc(C(=O)Nc2ccc(C)cc2C)cc1,6,1,0.92,29,5,10,8,16,-2
CCOc1ccc(Br)cc1/C=N/O,-6,1.2,0.93,-7,-3,-15,7,-11,-18
Cc1ccc(-n2cnc(N)c2C(=O)c2cccc([N+](=O)[O-])c2)cc1,6,0.87,0.93,15,-9,18,7,-7,13
COc1ccc(CNC(=O)C2CCC(CNS(=O)(=O)c3ccccc3)CC2)cc1 (centres undefined),9,1.1,1,5,-6,-4,-4,4,-15
CCN(CC(=O)Nc1c(F)cccc1F)C(=O)CSc1ccc(F)cc1,9,0.94,0.98,2,1,-3,2,5,6
Cc1ccc(N2CC(C(=O)NCc3ccccn3)CC2=O)cc1 (centres undefined),7,1,1.1,-16,-1,-19,-5,-24,-1
COc1ccc(CCNC(=O)CC2COc3ccccc3O2)cc1OC (centres undefined),-4,1.1,1.2,11,-10,18,-17,6,-11
COc1ccc(CNC(=S)Nc2cc(C)cc(C)c2)cc1,-6,1.1,1.9,27,-1,41*,-85,-5,-10
COc1ccc2c(-c3ccccc3)cc(=S)[nH]c2c1,19,0.92,1,38,2,9,-2,9,8
O=C(O)CN1C(=O)/C(=C\c2cn(-c3ccccc3)nc2-c2ccccc2)SC1=S,23,0.75,0.8,4,3,-10,20,26,25
COC(=O)c1ccc(Nc2c([N+](=O)[O-])ccc3nonc23)cc1,22,0.86,0.87,4,0,-14,13,11,14
O=C(Nc1ncnc2c1C(c1ccccc1)c1c(ccc3ccccc13)O2)c1ccccc1 (centres undefined),-11,1.3,0.94,15,-10,31,6,14,-31
Cc1ccc(S(=O)(=O)N(C(=O)c2ccco2)c2cc3sc(=O)oc3c3ccccc23)cc1,-14,0.86,0.93,28,-8,8,7,22,14
Cc1ccc(/C=C/C(=O)NCCc2ccccc2)o1,23,1,1.1,7,5,1,-5,9,-3
COc1cccc(NC(=O)CN(C)C(=O)c2ccc(COc3ccccc3)o2)c1,9,1.1,1,-4,-5,9,-4,-1,-8
COc1ccc(C2(c3ccc(OC)cc3)NC(=O)N(CC(=O)Nc3ccccc3C)C2=O)cc1,15,1.3,1.1,5,2,9,-12,15,-33
O=C(NCc1csc(-c2cccs2)n1)Nc1ccc(F)cc1F,17,0.93,1.1,-6,-7,19,-8,0,7
COc1ccc(-c2cc3cc(OC)c(OC)cc3cn2)cc1OC,8,1.1,0.95,5,-15,7,5,11,-10
CN(Cc1ccccc1)C(=O)COC(=O)c1ccc[nH]c1=O,-1,0.94,0.96,5,0,-5,4,-8,6
O=c1[nH]c(=O)n(C2CCCCCC2)c(O)c1C=NCc1ccc(F)cc1,12,0.92,0.93,15,-13,29,7,40*,8
Nc1nonc1C(=O)N/N=C/c1ccc(-c2cccc([N+](=O)[O-])c2)o1,11,1,0.83,11,-14,14,17,-3,-2
O=C(NCCN1C(=O)S/C(=C\c2cccnc2)C1=O)c1ccc(S(=O)(=O)N2CCCC2)cc1,7,1.2,0.96,19,-2,3,4,3,-19

# Reprinted from the part before: three compounds, followed by the next part.
SMILES,NALP3 yeast inh,hIAP activ,mIAP act,tim10-1 inh,ATG4B inhibitor,TIM10 inh,mIAP block,Apaf1 inhib,hIAP inh
O=c1[nH]c(=O)n(C2CCCCCC2)c(O)c1C=NCc1ccc(F)cc1,12,0.92,0.93,15,-13,29,7,40*,8
Nc1nonc1C(=O)N/N=C/c1ccc(-c2cccc([N+](=O)[O-])c2)o1,11,1,0.83,11,-14,14,17,-3,-2
O=C(NCCN1C(=O)S/C(=C\c2cccnc2)C1=O)c1ccc(S(=O)(=O)N2CCCC2)cc1,7,1.2,0.96,19,-2,3,4,3,-19
Cc1ccc(C)c(-c2csc(-c3cccnc3)n2)c1,-26,0.98,0.99,-30,6,6,1,17,2
Cc1cccc(/C(N)=N/OC(=O)Cc2ccccc2)c1,6,0.91,0.89,37,6,34,11,6,9
CCOC(=O)/C(C#N)=C\c1ccc2c(c1)OCO2,8,0.85,1,25,-4,3,-1,11,15
COc1ccc(-c2csc(NC(=O)c3ccc(N4C(=O)CCC4=O)cc3)n2)cc1OC,20,1.1,0.99,14,-5,-18,1,0,-10
O=C(/C=C/c1ccccc1)NNC1=NS(=O)(=O)c2ccccc21,16,0.98,1.1,13,-11,-13,-6,9,2
COc1ccc(OCCSc2nc(C)nc3ccccc23)cc1,4,1,0.96,4,-6,2,4,16,-2
CC(NCc1ccccc1Cl)C(=O)Nc1ccc(S(=O)(=O)N2CCCC2)cc1 (centres undefined),6,1.1,1.1,14,-6,22,-13,13,-10
O=Cc1cccc2ccc3cccc(C(=O)O)c3c12,6,1,0.95,15,0,12,4,-5,-2
COc1ccc(C(=O)CCC(=O)Nc2ccc(Cl)cc2)cc1,39,1.1,1,-17,6,-25,-2,-6,-11
O=C(NCCO)Nc1ccc(Cl)cc1,13,0.86,1,5,32,-9,-2,-24,14
CC1CCCCN1CCCNC(=O)CN1C(=O)c2cccnc2Oc2ccc(Cl)cc21 (centres undefined),1,0.82,1,-5,0,4,-1,1,18
COc1ccc(CCNC(=O)COC(=O)CCC(=O)c2cccs2)cc1OC,15,1.2,1.1,0,-5,0,-13,3,-18
CC(C)(C)OC(=O)N[C@@H](CC(=O)OCc1ccccc1)C(=O)O,17,1.1,1.2,-2,-6,-3,-17,-1,-11
O=C(/C=C/c1ccc(S(=O)(=O)N2CCOCC2)cc1)NCCc1ccc(C(F)(F)F)cc1,18,1.1,0.87,10,-1,12,13,-2,-9
Cc1noc(C)c1CSCC(=O)Nc1nc(-c2ccc(F)c(F)c2)cs1,22,1,1.2,40*,9,36,-20,25,-2
O=C1C(=O)N(CCCN2CCOCC2)C(c2cccs2)/C1=C(/O)c1ccc2c(c1)OCO2 (centres undefined),4,0.93,1,6,nt,9,-1,3,7
CC(C)C[C@@H](CO)NC(=O)CC[C@H](NC(=O)OC(C)(C)C)C(=O)N(Cc1ccccc1)Cc1ccccc1,0,1.1,1.1,-1,-6,-2,-6,26,-9
CCCCn1c(N)c(N(CCC(C)C)C(=O)c2ccc([N+](=O)[O-])s2)c(=O)[nH]c1=O,18,1.1,0.95,11,1,7,5,-6,-10
O=C(NCC1CCCO1)c1cccc(N2C(=O)C3C4C=CC(C4)C3C2=O)c1 (centres undefined),4,0.93,0.92,10,-2,8,8,-7,7
CN(CCO)c1cc(NCCCN2CCC(Cc3ccccc3)CC2)c2nonc2c1[N+](=O)[O-],30,0.92,0.83,7,-12,10,17,1,8
Cc1cccc(/C=N/Nc2ccc3ccccc3n2)c1,21,1.2,1,4,-5,7,-1,15,-24
CC(C)CCC(CCN1CCOCC1)c1ccc2c(c1)OCO2 (centres undefined),11,1,1,13,2,9,-2,18,0
COCc1c(C(=O)N2CCN(c3ccccc3C)CC2)oc2ccccc12,-4,0.94,1.1,11,5,4,-9,28,6
C/C(=N/NC(=O)CNC(=O)c1cccnc1)c1cccc([N+](=O)[O-])c1,12,1.1,0.98,7,-6,-15,2,5,-13
CC(NC(=O)COC(=O)C1CCN(c2ccc(C(F)(F)F)cn2)CC1)c1ccc(Br)cc1 (centres undefined),-2,1.1,1.1,21,-1,7,-7,32,-10
CC(=O)Nc1ccnc(-c2cccnc2)n1,18,0.86,1,-7,-1,7,-4,-10,14
CC(Oc1ccccc1)C(=O)N1CCc2ccccc2C1 (centres undefined),43,0.85,0.98,11,7,-7,2,8,15

# Rows are unselected; about 4.5% have a hit in one of these screens.
